Cav32 inh – blocks human Cav3.2 T-type calcium channel; B-score at 10 µM; 100,000 tested, 4% active; Cav3.2-expressing cells, Fluo-4 calcium fluorescence FDSS; hits give low values;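 active = single-dose well whose peak fluorescence ratio is a statistical outlier from its plate by either plate-standardised score or position-corrected B-score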
* = called active by the depositor.

Structure | Cav32 inh
O=C([C@H](Cc1ccc(O)cc1)n1cc(CCO)nn1)N1CCNCC1 | 1.3
c1ccc(Cn2ccnc2SCc2nnc(-c3ccccc3)o2)cc1 | -0.81
COc1cc(O)c(C(CCN2CCN(c3ccccc3)CC2)c2ccc(N(C)C)cc2)c(OC)c1 (stereo unspecified) | 0.77
O=C(CSc1nnnn1Cc1ccccc1)NCC(=O)c1ccccc1 | -0.052
CCCCn1nnc(NC(=O)c2sc3cc(Cl)ccc3c2Cl)n1 | -0.2
Cc1cc(N2CCN(C)CC2)n2cc(-c3ccc(F)cc3)nc2n1 | 1
Cc1cccc(NC(=O)Cn2cc(C(=O)c3ccco3)c3ccccc32)c1 | -0.062
O=C1OCC(CO)(CO)N=C1NNc1ccc(Cl)c(Cl)c1 | -0.45
O=C(c1ccccc1-c1ccccc1)N1CCCC1 | -0.65
CCOC(=O)c1ccc(NC(=O)NCc2ccncc2)cc1 | 0.031
COc1ccc(OC)c(S(=O)(=O)N(C)CC(=O)Nc2cc(Cl)ccc2OC)c1 | -1.2
Cc1ccc2c(c1)cc(CN(Cc1ccc3c(c1)OCO3)C(=O)c1ccccc1)c1nnnn12 | -0.029
CC1CCN(S(=O)(=O)c2csc(C(=O)Nc3ccccc3)c2)CC1 | -2.9
Cn1c(N2CCC(C(N)=O)CC2)nc2c1c(=O)n(Cc1cccc(Br)c1)c(=O)n2C | 2.2
CCn1ncc(Cl)c1C(=O)Nc1cc(Cl)ccc1Cl | 0.036
O=C(O)C1CC=CCC1C(=O)Nc1cccc(Cl)c1Cl (stereo unspecified) | 0.098
Nn1c(COc2ccccc2)nnc1SCC(=O)O | 0.017
C=CCn1c(Cc2ccc(OC)cc2)nnc1SCC(=O)c1cccc([N+](=O)[O-])c1 | 0.34
CCCn1c2ccccc2c2nnc(SCC(=O)OCC)nc21 | -1.9
CCOC(=O)CCCc1c[nH]c2ccccc12 | -0.75
O=C(Cn1nc(Cc2cccnc2)c2ccccc2c1=O)N1CCN(C(=O)c2ccco2)CC1 | 0.15
Cc1ccccc1-n1c(SCC(=O)N2CCN(c3ccccc3)CC2)nnc1-c1ccncc1 | 2.8
O=C(CSCC(=O)N1CCOCC1)Nc1nc(-c2ccc3c(c2)OCO3)cs1 | 0.22
Cn1cccc1CC(=O)N/N=C/c1cccc2ccccc12 | -1.4

Fetched by structure from the entries so far (five):
Structure | Cav32 inh
Nn1c(COc2ccccc2)nnc1SCC(=O)O | 0.017
Cn1cccc1CC(=O)N/N=C/c1cccc2ccccc12 | -1.4
CCOC(=O)CCCc1c[nH]c2ccccc12 | -0.75
CC1CCN(S(=O)(=O)c2csc(C(=O)Nc3ccccc3)c2)CC1 | -2.9
O=C(O)C1CC=CCC1C(=O)Nc1cccc(Cl)c1Cl (stereo unspecified) | 0.098

Back to the main list, starting 2 compounds before the break.
Structure | Cav32 inh
O=C(CSCC(=O)N1CCOCC1)Nc1nc(-c2ccc3c(c2)OCO3)cs1 | 0.22
Cn1cccc1CC(=O)N/N=C/c1cccc2ccccc12 | -1.4
CCn1c2ccccc2c2nc3cc(OC)c(OC)cc3nc21 | -0.72
COc1ccc(C(C#N)C2(C)OCCO2)cc1OC (stereo unspecified) | 0.11
Cn1c(OCc2ccco2)nc2c1c(=O)n(Cc1ccc(Cl)c(Cl)c1)c(=O)n2C | -3
CCOC(=O)c1[nH]c2ccccc2c1N=CN(C)C | 0.19
COC(=O)c1nn2c(C(F)(F)F)cc(-c3ccc(Br)o3)nc2c1Br | -0.23
COc1ccc(C(C#N)N2CCOCC2)cc1 (stereo unspecified) | -0.21
O=C(O)/C=C/C(=O)Nc1ccc(SC(F)(F)F)cc1 | -0.029
Cc1nc2cc(-n3ccc(=O)cc3)ccc2n1-c1ccccc1 | 0.036
COC(=O)C1=C(C)NC(C)=C(C(=O)OC)C1c1cc2cc(C)ccc2[nH]c1=O | -0.39
O=c1c(Cl)c(N2CCCCC2)cnn1-c1nc2ccccc2[nH]1 | 1.2
CC1C(=NO)C(C)C(c2ccccc2)NC1c1ccccc1 (stereo unspecified) | -3.6
COC(=O)C1=C(C)N(Cc2ccccc2)C(=O)N[C@H]1c1cccc(C(F)(F)F)c1 | -2
CC(C)(C)OC(=O)NCCCC[C@H](NC(=O)c1[nH]cnc1C(=O)Nc1ccc(CNC(=O)OC(C)(C)C)cc1)C(=O)OC(C)(C)C | -1.2
COc1cccc(N(CC(=O)NCc2cccnc2)S(C)(=O)=O)c1 | 1.3
O=C1CC(C(=O)Nc2ccccc2)C2(CCCCC2)O1 (stereo unspecified) | -0.0066
CS(=O)(=O)N(Cc1ccccc1)c1ccc(C(=O)NCc2cccnc2)cc1 | 0.23
CCC(=O)Nc1nnc(CSCc2ccccc2)s1 | 0.15
CC(C)(C)c1nnc(NC(=O)CN2C(=O)C3C4C=CC(C4)C3C2=O)s1 (stereo unspecified) | 0.85
CCN(c1cccc(C(F)(F)F)c1)S(=O)(=O)c1ccc2c(c1)CCN2C(=O)C1CC1 | -4.7*
O=c1cc2c(nn1Cc1c(Cl)cccc1Cl)-c1ccccc1CC2 | -0.74
NCCN=C1NS(=O)(=O)c2ccccc21 | 1.7
NC(=O)CS(=O)(=O)c1nc2ccccc2n1CC(=O)N1CCCCC1 | 0.53
O=C(Oc1ccc(-n2cnnn2)cc1)c1ccco1 | 0.7
COC(=O)c1ccccc1NC(=O)C1CCCN(S(C)(=O)=O)C1 (stereo unspecified) | 0.29
OCCN1CCN(Cc2cc(Cl)c3cccnc3c2O)CC1 | 0.69
O=C(NCCC(=O)N1CCN(c2ncccn2)CC1)c1ccccc1Cl | 0.41
Cc1cc(-n2nc(C)cc2C)nc(NS(=O)(=O)c2ccccc2)n1 | 0.91
COC(=O)c1ccc2c(=O)n(CCO)c(=S)[nH]c2c1 | 0.19
Cc1[nH]c2ccccc2c1Cc1nnc(SCCC#N)o1 | -0.099
COc1ccc(S(=O)(=O)NCCCCCC(=O)NCCCN2CCOCC2)cc1 | 0.94
CC(C)=CCc1c(O)ccc2c1OC(c1ccc(O)c(O)c1)CC2=O (stereo unspecified) | -1.2
O=C(Nc1nncs1)c1cccc(S(=O)(=O)N2CCCCC2)c1 | -1.7
FC(F)(F)c1cccc(Cn2nnnc2-c2cc(Cl)cc(Cl)c2)c1 | -3.4
O=C1CC(NNC(=O)c2ccccc2)C(=O)N1 (stereo unspecified) | 1.1
Cc1onc(-c2c(Cl)cccc2Cl)c1C(=O)NCc1ccccn1 | -0.61
Cc1cccc(C)c1NC(=O)CSc1nnc(-c2ccco2)c(-c2ccco2)n1 | -0.27
CCCCOC(=O)Nc1ccc2c(C)cc(=O)oc2c1 | -1.3
CCS(=O)(=O)N1CCCC(C(=O)NCCCOC)C1 (stereo unspecified) | 0.07
CCOc1cc(-c2c(C#N)c(=O)[nH]c3c2c(C)nn3-c2ccc(F)cc2)ccc1O | -2.6
COc1ccc(S(=O)(=O)N(CC(=O)Nc2ccc3c(c2)OCO3)c2ccccc2OC)cc1 | -1.4
CCOCCCn1cnc2c([nH]c3cc(OC)ccc32)c1=O | 0.0064
Cc1cccc(NC(=O)c2cc3n(n2)C(C(F)(F)F)CC(c2ccc4c(c2)OCO4)N3)c1 (stereo unspecified) | -7.3*
CCC(=O)c1ccc(N2CCCC2)c(F)c1 | -1.4
Nc1nnc(N2CCCCCC2)s1 | 0.0075
COc1cccc(NC(=O)NCCCSC2CCCCC2)c1 | -2.9
COCCn1c(C)cc(C(=O)CSc2nc3ccccc3c(=O)[nH]2)c1C | -0.064
COc1ccc(COc2cc(-c3cccc(OC)c3)nc3ccc(NC(=O)c4ccc(C)cc4)cc23)cc1 | 0.00052
COc1ccc(-c2cc(-c3ccccc3)nc(N3CCCC3)n2)cc1OC | -0.61

An excerpt from above in order of SMILES length, largest number first.
Structure | Cav32 inh
COc1ccc(COc2cc(-c3cccc(OC)c3)nc3ccc(NC(=O)c4ccc(C)cc4)cc23)cc1 | 0.00052
COc1cccc(NC(=O)NCCCSC2CCCCC2)c1 | -2.9
Nc1nnc(N2CCCCCC2)s1 | 0.0075

New compounds follow
Structure | Cav32 inh
Cc1cc(=O)n2nc(N3CCCC(C(=O)N4CCc5ccccc54)C3)sc2n1 (stereo unspecified) | 1.6
O=C(Nc1ccc(N2CCCC2)c(Cl)c1)c1ccc2c(c1)OCCO2 | 0.089
COC(=O)c1nc2n(n1)C(c1ccccc1OC)C1=C(CCCC1=O)N2 (stereo unspecified) | -1.4
Cc1ccc(-c2ccc(=O)n(CC(=O)NCc3ccco3)n2)cc1 | 0.86
COc1cc2cc(C(c3nnnn3C3CCCC3)N3CCCCCC3)c(=O)[nH]c2cc1OC (stereo unspecified) | -0.85
CSC1=NCCN1C(=O)c1c(F)cccc1F | -0.015
COc1ccc(-c2csc(N3C(=N)SCC3=O)n2)cc1 | 0.061
O=C(CSc1nnnn1-c1ccccc1)NC(=O)NCc1ccco1 | -0.035
COc1cccc(/C=N/NC(=O)C(=O)N2CCCC2)c1O | -1.3
CCC(C)(C)n1nnnc1C(c1ccncc1)N1CCC(C)CC1 (stereo unspecified) | -0.11
COc1cc(OC)cc(C(=O)N2CCN=C2SCc2cccnc2)c1 | 0.008
CCOC(=O)c1c(NC(=O)c2ccn(CC)n2)sc2c1CCCC2 | -2.4
COc1ccc(S(=O)(=O)n2nc(OC(=O)c3ccccc3)cc2N)cc1 | 0.48
Cc1ccc(OCc2nnc(SCC(=O)NCc3ccccc3)n2C)cc1 | -0.28
CN(Cc1ccc(O)cc1)C1CCCCC1 | 0.25
CC(=O)Nc1ccc(NC(=O)c2cccc(C(=O)OC(C)C)n2)cc1 | -3.1
Cc1ccc(S(=O)(=O)N2c3cc(C)ccc3OCC2C(C)(C)C)cc1 (stereo unspecified) | -2.9
COc1ccc(-c2nn(C)c(=O)c3ccccc23)cc1NS(C)(=O)=O | 1.1
Nc1nnc(SCCOc2cccc(Br)c2)s1 | -2.1
CCOC(=O)c1c(-c2ccccc2)oc2ccc(OC(C)=O)cc12 | 0.032
Cc1cc(-n2c(C)cc(C(=O)COC(=O)CN=C3NS(=O)(=O)c4ccccc43)c2C)no1 | 0.8
O=C(CCCOc1ccc(Cl)cc1)NCC1CCCO1 (stereo unspecified) | 0.18
CN(CCNC(=O)C1CCN(S(=O)(=O)N2CCOCC2)CC1)CCc1ccccc1 | 0.34
CCCNc1nc(Nc2ccc(C)cc2)nc(N2CCCC2)n1 | -3
CC(C)CN(C(=O)COC(=O)Cc1c[nH]c2ccccc12)C1CCS(=O)(=O)C1 (stereo unspecified) | 0.51
O=C(NNS(=O)(=O)c1ccccc1)c1cc2cc3ccccc3nc2s1 | -0.33
Cc1ccc(C)n1-n1cnc2sc(-c3ccccc3)cc2c1=O | -2
CCc1ccc2[nH]c(=O)c(CN(Cc3ccccc3OC)C(=O)Nc3ccccc3OC)cc2c1 | -5.2*
Cc1cc(NS(=O)(=O)c2ccc(NC(=O)c3oc4ccccc4c3C)cc2)no1 | -0.11
COc1ccc(C2C(C(=O)c3ccco3)=C(O)C(=O)N2CCOCCO)cc1OC (stereo unspecified) | 0.11
CCOC(=O)c1cc2nc(-c3ccco3)cc(C(F)(F)F)n2n1 | 0.24
CC(NC(=O)C(CC(=O)OC(C)(C)C)NC(=O)OC(C)(C)C)C(N)=O (stereo unspecified) | -0.14
CSCCC1(C(=O)O)NC(c2ccccc2O)C2C(=O)N(C(C)C)C(=O)C21 (stereo unspecified) | -0.53
COc1ccc(Cl)cc1NC(=O)CN1CCC(n2nnc3cc(F)ccc32)CC1 | 0.49
O=S(=O)(c1ccccc1Cl)N1CCCC(c2nc(-c3cccnc3)no2)C1 (stereo unspecified) | -0.014
Fc1cccc(F)c1CN1CCN(c2ncccn2)CC1 | -0.11
CS(=O)(=O)N(CC(=O)N1CCN(c2ccccc2)CC1)c1cccc(Br)c1 | -2.5
Cc1cc(NC(=O)CSc2nnc(CNc3cccc(C(F)(F)F)c3)n2Cc2ccco2)no1 | 0.026
O=C1CN(/N=C/c2ccc([N+](=O)[O-])o2)C(=O)N1 | -0.49
c1ccc2c(c1)CCCn1nnnc1-2 | -0.26
CCN(CC)C(=O)CSC1c2ccccc2C(=O)N1c1ccccc1 (stereo unspecified) | 1.3
O=C(NC1CCN(C(=O)Nc2cccc(F)c2)CC1)C1CCCCC1 | 1.2
Cc1ccc(S(=O)(=O)N2CCN(C(=O)COc3ccc(-c4nnco4)cc3)CC2)cc1 | -0.35
CCO[C@@H]1OC(C(=O)N2CCN(C)CC2)=C[C@H](c2csc3ccccc23)[C@H]1CCCO | 0.55
O=C(NC1=NCCS1)c1ccc(Br)s1 | 1.1
O=C(c1nc2ccccc2s1)N1CCSCC1 | 0.94
COc1nonc1NCn1nc(C)cc1C | 0.2
COc1cc(C2NC(=O)NC(C)=C2C(=O)OC(C)C)ccc1OC(=O)c1ccco1 (stereo unspecified) | -0.37
Cn1cc(S(=O)(=O)CC(=O)N2CCc3ccccc32)c2ccccc21 | 0.039
Cc1cccc(-n2cnc(C(=O)Nc3cccnc3)c2)n1 | 0.66
COc1cccc(-n2c(Cc3cc(=O)[nH]c(=O)[nH]3)nnc2SCC(=O)NC2CCCC2)c1 | 0.46
Nc1nc(SCC(=O)Nc2ccccc2)[nH]c(=O)c1NC(=O)c1cccs1 | -0.13
O=C(O)c1ccc(CN2C(=O)c3ccccc3S2(=O)=O)cc1 | 0.59
Cc1cc2ccccc2n1CCNC(=O)C(C)(C)C | -1.6
CCOc1ccccc1OCC(=O)NN1Cc2ccccc2C1=N | -0.22
CCOC(=O)c1ccc2[nH]c(C)c(CCC(C)=O)c(=O)c2c1 | 1.2
CCCN(CCC)C(=O)CC(c1ccccc1)c1cc(C)ccc1O (stereo unspecified) | -5.9*
O=S(=O)(c1ccc2c(c1)OCCO2)N1CCC(n2nnc3cc(F)ccc32)CC1 | 0.45

Source: PubChem

An excerpt, so the mix of outcomes need not match the whole.
